SENP6 inh: SENP6 protease inhibition; Recombinant SENP6 catalytic domain, aminoluciferin luminescence; inhibition, % at 10 µM; 1.8% of 330,000 active; AID 2599;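 active = inhibition above about 50% at the single tested dose, limit read from the data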;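 also: plate controls were DMSO wells with enzyme for no effect and DMSO wells lacking enzyme for full effect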
Target sequence (Q9GZR1 628-1112 limits assumed): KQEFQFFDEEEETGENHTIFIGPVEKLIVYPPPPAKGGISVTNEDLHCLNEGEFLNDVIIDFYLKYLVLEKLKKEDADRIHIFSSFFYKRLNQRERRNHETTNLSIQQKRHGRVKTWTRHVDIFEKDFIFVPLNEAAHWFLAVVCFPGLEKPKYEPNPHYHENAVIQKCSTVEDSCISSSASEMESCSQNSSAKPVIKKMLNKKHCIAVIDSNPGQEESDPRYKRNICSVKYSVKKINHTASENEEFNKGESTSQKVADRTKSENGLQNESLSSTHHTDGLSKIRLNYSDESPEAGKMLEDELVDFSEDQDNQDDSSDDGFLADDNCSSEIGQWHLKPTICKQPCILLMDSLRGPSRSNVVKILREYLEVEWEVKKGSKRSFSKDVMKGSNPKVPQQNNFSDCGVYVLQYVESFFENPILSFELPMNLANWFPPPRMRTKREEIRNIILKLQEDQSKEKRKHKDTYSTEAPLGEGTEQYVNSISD
SENP7 block: SENP7 protease inhibition; inhibition, % at 5 µM; AID 434973; recombinant SENP7, Z-RLRGG-aminoluciferin luminescence, 40 min; Q9BQF6; 1.5% of 330,000 active;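 active = inhibition above about 50% at the single test dose, limit read from the data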;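 also: plate controls were DMSO with enzyme for no effect and no enzyme buffer wells for full effect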
Target sequence (Q9BQF6 706-1050 limits assumed): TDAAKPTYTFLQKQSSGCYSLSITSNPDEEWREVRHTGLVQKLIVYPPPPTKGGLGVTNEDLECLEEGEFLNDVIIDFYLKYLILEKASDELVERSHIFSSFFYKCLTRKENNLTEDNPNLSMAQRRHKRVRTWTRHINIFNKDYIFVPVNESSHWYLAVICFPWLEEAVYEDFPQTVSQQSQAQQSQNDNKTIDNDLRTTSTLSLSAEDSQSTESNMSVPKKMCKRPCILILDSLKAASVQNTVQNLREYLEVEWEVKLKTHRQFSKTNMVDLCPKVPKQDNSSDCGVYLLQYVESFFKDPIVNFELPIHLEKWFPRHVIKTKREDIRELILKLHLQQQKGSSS
Apaf-1 inh: human Apaf-1 inhibition; reconstituted apoptosome caspase-3 activity, DEVD-Rh110 fluorescence; inhibition, % at 20 µM; 0.71% of 330,000 active; AID 489030; active = inhibition of at least 40% at 20 µM;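 also: plate controls were DMSO wells for no effect and DEVD-CHO caspase inhibitor wells for full effect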
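System – cell-free apoptosome with Apaf-1, procaspase-3 and caspase-9 · Buffer or medium – pH 7.5 Hepes buffer with CHAPS, BSA, DTT · Also added – cytochrome c with DEVD-Rh110 · Times – 30 min compound preincubation, 50 min activation, room temperature · Technique – Rh110 fluorescence intensity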
SENP8 block-1: blocks human SENP8 cleavage of Nedd8 substrate. Q96LD8. recombinant SENP8, Nedd8 substrate fluorescence. inhibition, % at 20 µM. 0.64% of 360,000 active. AID 602440; in the data active = inhibition mostly above about 40%, no sharp cut-off; inactive = mostly below about 27%
UBC13 inh: inhibitors of human UBC13 polyubiquitin chain formation | 0.47% of 330,000 active | TR-FRET | inhibition, % at 20 µM; in the data active = inhibition above about 45%, passing the limit was not always enough
SENP1 FRET inh: inhibitors of human SENP1 SUMO protease catalytic domain | Q9P0U3 | recombinant SENP1 catalytic domain, CyPet-SUMO1-YPet FRET cleavage | inhibition, % at 10 µM | 0.21% of 360,000 active;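 active = inhibition at least 30% at 10 µM, raw YFP signal under a set limit, fluorescence ratio 0.5 to 1.5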;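 also: 0% = enzyme with DMSO and 100% = no enzyme wells; some results filed as inactive read as strong as hits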
Target sequence (Q9P0U3 419-644 limits assumed): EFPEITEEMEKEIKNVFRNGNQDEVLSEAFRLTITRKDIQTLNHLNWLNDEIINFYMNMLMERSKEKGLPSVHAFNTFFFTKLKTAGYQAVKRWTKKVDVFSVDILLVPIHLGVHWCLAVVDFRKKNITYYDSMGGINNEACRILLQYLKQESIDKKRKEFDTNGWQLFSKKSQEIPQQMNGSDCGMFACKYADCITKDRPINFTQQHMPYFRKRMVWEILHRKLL
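Assay system – human recombinant His6-tagged SENP1 catalytic domain enzyme · Input – SENP1 enzyme, 20 pM final · Buffer or medium – Tris pH 8 buffer plus EDTA, NaCl, BME, BSA, NP40, catalase · Schedule – 50 min reaction at room temperature · Technique – FRET read of cyan and yellow fluorescence · Control set – no-enzyme wells low, DMSO-plus-enzyme wells high control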
APOBEC3G inh: APOBEC3G (human) deaminase inhibition; Q9HC16; recombinant A3G, ssDNA deamination FAM/TAMRA fluorescence; inhibition, % at 20 µM; 0.28% of 330,000 active; AID 493012;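 active = inhibition of at least 40% at 20 µM, with no more than 30% in the related APOBEC3A deaminase screen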;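 also: plate controls were DMSO wells with A3G for no effect and wells lacking A3G enzyme for full effect; some compounds called inactive have numbers as strong as hits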
SENP8 block-2: blocks the human protease SENP8. purified SENP8, Z-RLRGG-aminoluciferin cleavage, luminescence. Q96LD8. AID 2540. 1.2% of 330,000 active. inhibition, % at 10 µM; in the data active = inhibition above about 50%
The depositor's hits bear a star; x = no result given.

SMILES	SENP6 inh	SENP7 block	Apaf-1 inh	SENP8 block-1	UBC13 inh	SENP1 FRET inh	APOBEC3G inh	SENP8 block-2
COC(=O)Cc1cc(OC)c(OC)cc1S(=O)(=O)N(C)C	-14.2	0.1	-8.4	4.1	3.5	0.3	-2.1	7.2
O=C(Nc1ccc(F)cc1)C1CCCN(S(=O)(=O)c2ccc3[nH]c(=O)ccc3c2)C1 (stereo unspecified)	6.9	-3.4	-5.5	-6.0	1.0	0.3	-3.9	1.6
CC(C)c1ccc(-c2nnn(CC(=O)N3CCCCC3)n2)cc1	12.4	1.0	-6.5	9.8	-1.8	-0.2	-10.5	-0.6
O=C1OCCN1C(=O)[C@H]1[C@H](c2ccc([N+](=O)[O-])cc2)C(c2ccc(F)cc2)=NN1c1ccccc1	x	-1.7	11.3	4.4	x	2.4	1.3	x
COc1cccc(NC(=O)CC(c2ccc(OC(C)C)cc2)c2ccccc2OC)c1 (stereo unspecified)	0.3	0.1	-8.3	12.3	-8.5	0.6	-2.9	4.3
COc1ccc(C2C(C#N)=C(N)N(c3ncn[nH]3)C3=C2C(=O)CCC3)cc1 (stereo unspecified)	1.7	-2.4	4.7	-3.3	-1.8	-3.6	-3.2	-7.2
CCn1c(CCC(=O)O)nc2cc(S(=O)(=O)N(C)C)ccc21	11.2	0.0	-6.5	16.2	4.5	0.3	-5.6	-4.7
O=S(=O)(c1cc(Cl)ccc1Br)N1CCCCC1	-11.4	-8.6	-2.4	8.5	-7.9	1.9	-3.1	-10.7
Cc1ccc(S(=O)(=O)N2CCN(C(=O)C3CSC4(C)CCC(=O)N34)CC2)cc1C (stereo unspecified)	-9.2	3.9	1.7	1.7	1.2	2.7	2.8	-0.8
CCOC(=O)c1sc(=NC(=O)c2ccc(Cl)s2)n(C)c1C	-23.6	53.2*	4.4	-402.3	11.1	-47.1	0.0	7.8
COCCn1c(C)cc(/C=C2/SC(=O)N(CC(=O)N3CCCC3)C2=O)c1C	15.8	2.8	1.7	-55.1	-6.3	-25.2	-4.0	15.8
CCSC1=NCCN1C(=O)c1ccc(S(=O)(=O)N(CC)CC)cc1	7.8	-3.5	-16.8	14.8	2.9	1.8	-11.1	-1.5
COc1cc(NS(=O)(=O)c2ccc3[nH]c(=O)oc3c2)cc(OC)c1	-10.8	-2.9	13.9	4.6	-5.9	1.4	-8.0	-9.4
CCOC(=O)c1ccc(S(=O)(=O)N2CCN(CCC#N)CC2)cc1	-8.6	-7.0	-8.0	16.0	2.3	0.1	-9.9	-2.9
CN(CC(=O)Nc1cccc(F)c1)CC(=O)Nc1ccccc1-c1ccccc1	-1.5	-3.0	8.7	12.9	18.1	1.0	-5.2	5.0
NS(=O)(=O)c1ccc(NC(NC(=O)c2cccnc2)C(Cl)(Cl)Cl)cc1 (stereo unspecified)	8.3	-0.6	-0.7	10.3	8.1	-0.9	-7.6	-6.2
Cc1cc(C)c2c(CN3CCCCC3C)cc(=O)oc2c1 (stereo unspecified)	0.7	-2.2	7.7	3.6	4.9	-0.6	-5.6	-2.0
O=C(NC1=NCCS1)[C@H](Cc1ccccc1)N1C(=O)c2ccccc2C1=O	-11.0	9.0	5.2	10.7	-2.9	3.3	1.9	-0.6
COc1ccc(NC(=O)CN(C)C(=O)Cc2ccc3c(c2)OCCO3)cc1	-13.3	-3.8	7.3	5.5	4.8	4.0	-8.9	-7.8
Cc1cc(C)c(C)c(S(=O)(=O)Nc2ccccc2C(=O)NCCCN2CCOCC2)c1C	8.8	-5.1	-12.6	-119.3	1.9	1.1	-5.1	3.0
CCC1CCCCN1C(=O)Cn1c(C(=O)OC)cc2ccsc21 (stereo unspecified)	-0.6	3.3	-7.4	13.6	-1.8	0.9	-2.5	-0.6
Cn1nc(C(=O)NCCc2ccc(Cl)cc2)c2c1-c1ccccc1S(=O)(=O)C2	-1.6	-0.6	13.0	17.0	0.3	0.6	-3.0	1.1
CCCCCCc1ccc(N2C[C@H](Cc3ccccc3)[C@@H](CC(=O)Nc3ccccc3)C2=O)cc1	-4.0	3.7	9.2	13.1	-9.3	1.9	-12.2	-0.2
O=S(=O)(NC1CCCCC1N1CCCCC1)c1ccccc1 (stereo unspecified)	-8.4	3.5	6.3	13.1	2.7	6.5	-5.7	-11.7
Cc1cccc(NS(=O)(=O)c2cc(C(=O)N3CCc4ccccc4C3)ccc2Cl)c1C	-6.0	2.0	0.1	10.0	-1.0	0.0	-6.5	-4.0
Nc1ccc2nc(CCCCc3nc4ccccc4[nH]3)[nH]c2c1	14.8	7.4	15.1	11.8	-7.6	-2.8	-0.3	4.1
N#C/C(=N\Nc1cccc(C(F)(F)F)c1)C(=O)c1csc(-c2cccnc2)n1	8.3	6.3	11.1	19.0	-19.1	-2.4	-2.9	1.4
O=C(NCc1ccccc1)N1CCC(CO)(CCc2ccccc2)CC1	1.0	-1.9	-10.5	10.5	5.5	3.8	-7.1	0.7
O=C(NNC(=O)c1cccs1)c1ccc(F)cc1	-23.7	-6.2	3.3	0.0	-1.7	0.8	4.3	-11.7
O=C(CCc1ccccc1)Nc1nc2ccc(S(=O)(=O)N3CCOCC3)cc2s1	-5.6	-1.5	-12.6	-38.8	5.4	-4.5	-5.7	4.2

Another view of some results above:
> O=C(CCc1ccccc1)Nc1nc2ccc(S(=O)(=O)N3CCOCC3)cc2s1
  SENP6 inh: -5.6	SENP7 block: -1.5	Apaf-1 inh: -12.6	SENP8 block-1: -38.8	UBC13 inh: 5.4	SENP1 FRET inh: -4.5	APOBEC3G inh: -5.7	SENP8 block-2: 4.2
> Nc1ccc2nc(CCCCc3nc4ccccc4[nH]3)[nH]c2c1
  SENP6 inh: 14.8	SENP7 block: 7.4	Apaf-1 inh: 15.1	SENP8 block-1: 11.8	UBC13 inh: -7.6	SENP1 FRET inh: -2.8	APOBEC3G inh: -0.3	SENP8 block-2: 4.1
> O=S(=O)(NC1CCCCC1N1CCCCC1)c1ccccc1 (stereo unspecified)
  SENP6 inh: -8.4	SENP7 block: 3.5	Apaf-1 inh: 6.3	SENP8 block-1: 13.1	UBC13 inh: 2.7	SENP1 FRET inh: 6.5	APOBEC3G inh: -5.7	SENP8 block-2: -11.7
> Cc1cc(C)c(C)c(S(=O)(=O)Nc2ccccc2C(=O)NCCCN2CCOCC2)c1C
  SENP6 inh: 8.8	SENP7 block: -5.1	Apaf-1 inh: -12.6	SENP8 block-1: -119.3	UBC13 inh: 1.9	SENP1 FRET inh: 1.1	APOBEC3G inh: -5.1	SENP8 block-2: 3.0

(more compounds)
SMILES	SENP6 inh	SENP7 block	Apaf-1 inh	SENP8 block-1	UBC13 inh	SENP1 FRET inh	APOBEC3G inh	SENP8 block-2
CC(=O)Nc1ccc(Nc2nnc(-c3ccc(O)cc3)c3ccccc23)cc1	-11.9	2.0	12.2	-54.9	7.8	-0.3	0.0	2.8
O=c1c2ccccc2nc2c3ccccc3cnn12	-4.9	2.6	-4.3	-400.0	12.7	-8.3	-6.2	-6.8
CCC1=NN=C(c2ccc(F)cc2)C(c2c[nH]c3ccccc23)N1O (stereo unspecified)	1.0	-5.4	8.1	-6.5	-4.7	-4.3	-0.7	-8.8
CCN(CC(=O)NCc1cccs1)c1ccc(S(=O)(=O)N2CCN(C)CC2)cn1	-4.7	3.8	-20.2	-6.0	5.6	1.6	1.6	3.2
Fc1ccc(N2CCN(C(c3cccs3)c3nnnn3C3CCCC3)CC2)cc1 (stereo unspecified)	-15.7	7.8	16.8	6.4	-8.0	-3.7	0.0	-1.8
COCCNC(=O)C1CC(c2ccc(F)cc2)=NO1 (stereo unspecified)	1.0	7.9	4.3	-63.4	3.3	-1.0	1.2	5.9
Cc1noc(C)c1CC(=O)NC1CC(C)(C)Cc2c1cnn2-c1ccccc1 (stereo unspecified)	3.0	-2.1	-5.7	3.2	5.3	0.4	-6.0	7.3
CS(=O)(=O)N(CC(=O)Nc1ccc(F)cc1F)c1cccc([N+](=O)[O-])c1	-9.9	6.4	5.4	10.9	8.7	2.6	1.5	5.6
O=C(O)CCC(=O)N1N=C(c2c(-c3ccccc3)c3cc(Cl)ccc3[nH]c2=O)CC1c1ccco1 (stereo unspecified)	-18.7	-9.8	10.0	-352.0	-9.6	0.6	-9.1	-6.2
O=C(CCn1c(=O)oc2ccccc21)N1CCCCCC1	-1.7	-29.1	-3.0	25.4	2.6	-0.4	-6.0	-5.0
Cc1cccc(OCC(=O)Nc2ccc3oc(=O)ccc3c2)c1C	8.3	3.8	8.1	-145.1	14.5	-2.6	-5.5	4.4
CCCCn1c(N)c(N(CC(C)C)C(=O)C2CCCO2)c(=O)[nH]c1=O (stereo unspecified)	-1.3	-0.4	3.8	9.9	4.1	-1.1	-7.4	-3.8
O=C(c1cc([N+](=O)[O-])cc([N+](=O)[O-])c1)N1CCCc2ccccc21	-9.6	9.5	-1.0	18.6	5.1	2.0	-4.8	-4.6
O=C1CC(c2ccccc2)Cc2nc(NC3CC3)ncc21 (stereo unspecified)	-17.5	-8.4	-2.4	16.6	-22.5	0.4	-1.8	-5.1
COc1ccc(-c2ccc(CCC(=O)O)n2-c2ccccc2OC)cc1	1.3	13.9	11.6	-60.1	-13.9	-18.4	-2.3	-2.3
CC(=O)Nc1ccc(S(=O)(=O)N2CCOCC2)cc1	-6.7	14.6	-6.3	10.2	6.3	0.9	-0.4	2.5
O=C(NCC1CCCO1)c1cccc2c1C(=O)c1ccc(N3CCC(Cc4ccccc4)CC3)cc1S2(=O)=O (stereo unspecified)	-2.5	-8.0	29.7	1.2	-39.8	-23.0	-16.7	-14.4
C=CCc1ccc(OCc2ccc(C(=O)Nc3ccc(NC(C)=O)cc3)o2)c(OC)c1	-5.5	5.7	6.8	9.8	7.7	-2.9	-4.6	-10.8
CC(C)N(Cc1nc(-c2ccc3c(c2)OCO3)no1)Cc1nccn1C	-8.4	0.2	-7.7	0.9	8.9	-3.0	-2.2	-3.3
CC1(C)CC(NC(=S)NC(=O)c2cc(Br)ccc2Cl)CC(C)(C)N1	-14.5	-12.5	8.2	12.4	-0.3	0.7	-11.3	-11.3
CC(Nc1ccc(S(=O)(=O)N2CCN(C)CC2)cc1[N+](=O)[O-])c1ccccc1 (stereo unspecified)	0.1	5.9	14.4	13.4	-8.2	0.1	-9.4	7.9
Cc1ccc(/C=C2\CCOC2=O)cc1	-15.1	-2.1	-0.2	11.9	-1.8	2.4	-6.9	-6.7
O=C(N/N=C/c1ccc(Br)s1)c1ccccn1	34.3	14.8	-5.3	-42.3	-22.6	-1.5	-10.8	-0.4
CCOC(=O)C1=C(C)NC(C)=C(C(=O)OCC)C1C(=O)OCC(=O)c1ccc2c(c1)OCCO2	-13.0	-1.2	7.1	-175.2	8.6	-1.5	-3.1	-2.9
COc1cc(C)nc(SCC(N)=O)n1	-23.0	-0.8	-1.9	22.6	0.4	0.2	-3.9	1.7
Cc1cc(Cl)c2oc(C(=O)N(C)CCCCN3CCOCC3)c(C)c2c1	-4.6	-5.2	7.3	5.1	-6.0	-0.1	-3.1	-7.5
O=C(N/C=C/c1ccco1)OCc1ccccc1	-6.7	-0.2	9.1	-28.1	-7.3	-11.0	5.1	0.9
COc1ccc(-c2ccc(C#N)c(SCC(=O)Nc3sc4c(c3C#N)CCC4)n2)cc1OC	-18.3	5.2	14.8	-322.1	14.6	4.5	-5.0	6.6
O=c1[nH]cnc(O)c1C(c1ccc(Br)cc1)c1c(O)nc[nH]c1=O	-10.1	6.1	-0.4	12.1	4.7	-1.9	2.3	-3.4
CCS(=O)(=O)N1Cc2ccccc2CC1C(=O)Nc1cccc(S(=O)(=O)N(C)C)c1 (stereo unspecified)	-14.2	7.6	4.8	7.9	1.6	-3.4	-6.5	-6.1
CC(NC(=O)C1CCCN(C(=O)c2ccc(Cl)cc2)C1)c1cccc(C(F)(F)F)c1 (stereo unspecified)	8.2	2.5	9.0	8.2	1.7	0.5	-3.7	-2.5
NC(=O)C1=CN(Cc2ccc(Cl)cc2)CCC1C(F)(F)F (stereo unspecified)	-25.9	-3.2	3.4	8.9	3.1	-3.2	-7.0	2.4
CN(C)CCNc1oc(COc2ccc(-c3ccccc3)cc2)nc1C#N	-11.6	-11.0	11.2	4.2	16.2	-1.3	-4.7	-18.8
